USP1 inh – USP1/UAF1 (human) deubiquitinase inhibition; O94782; Potency, µM (doses to about 57.1 µM), for the others: top-dose activity change, negative = inhibition, actives largely listed as inhibitors; recombinant USP1/UAF1, Ub-Rhodamine cleavage fluorescence; 390,000 compounds, 0.23% hits; note: potency is the fitted concentration of half-maximal effect; % is set by controls: 0 for no effect and ±100 for the full control effect; nearly all actives have a fitted effect of over 60% in size; inactives centre near -12
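USP1/UAF1 complex (1 nM) preincubated 15 min at room temperature with compound, then Ub-Rho substrate (150 nM final) added. Kinetic fluorescence at 480/540 nm over 6 reads at 60 s intervals; 50 mM HEPES pH 7.8, 0.5 mM EDTA, 0.1 mg/ml BSA, 1 mM TCEP, 0.01% Tween-20.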
TRHR agonist – TRH receptor (human) agonism. P34981. TRHR cells, calcium flux fluo-8, FDSS agonist mode. activation, % at 2 µM. 360,000 compounds, 0.18% hits. AID 493084; in the data active = activation above about 30%; note: 0% is about no effect
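TRHR-expressing cells, plated overnight in medium with 10% serum, were loaded with fluo-8 calcium dye at room temperature. After a 10 s baseline, library compound was pin-added and calcium release was recorded kinetically (ex 480/em 530) as agonist response.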
TRHR enhancer – TRH receptor (human) allosteric enhancement. P34981. TRHR cells, fluo-8 calcium fluorescence, EC20 TRH enhancement. enhancement, % at 2 µM. 360,000 compounds, 0.66% hits. AID 493056; in the data active = enhancement above about 30%; note: 0% is about no effect
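TRHR-expressing cells loaded with fluo-8 calcium dye were read kinetically (ex 480/em 530) during compound addition, then stimulated with an EC20 of TRH (10 nM final). Enhancement of the Gq-mediated intracellular calcium response was scored.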
D2 ag – agonists of human D2 dopamine receptor | P14416 | HEK293 T-REx D2 cells, calcium flux agonist mode | activation, % at 2 µM | 340,000 compounds, 0.53% hits | AID 485358;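 active = activation over 3 SD above normal in the single-dose calcium agonist read, cut at about 30% in these data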; note: 0% is about no effect
Target sequence (P14416 whole entry, looked up): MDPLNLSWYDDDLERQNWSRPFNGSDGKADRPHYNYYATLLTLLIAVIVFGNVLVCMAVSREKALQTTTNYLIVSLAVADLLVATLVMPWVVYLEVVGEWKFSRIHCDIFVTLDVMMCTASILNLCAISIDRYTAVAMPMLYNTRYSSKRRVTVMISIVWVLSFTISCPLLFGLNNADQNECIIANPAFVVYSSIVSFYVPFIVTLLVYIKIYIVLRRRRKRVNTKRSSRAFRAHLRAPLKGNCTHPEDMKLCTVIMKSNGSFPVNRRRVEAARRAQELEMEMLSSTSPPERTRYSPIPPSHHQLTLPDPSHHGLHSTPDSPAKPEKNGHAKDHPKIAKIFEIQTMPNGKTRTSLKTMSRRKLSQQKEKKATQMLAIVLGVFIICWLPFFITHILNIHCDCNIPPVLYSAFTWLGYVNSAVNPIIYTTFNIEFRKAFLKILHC
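Tetracycline-induced HEK293 Trex cells with D2 receptor force-coupled to calcium signaling, plated overnight at 30 C and loaded with no-wash calcium dye. Calcium flux read kinetically for 180 s after compound addition; responses flag agonists.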
TrxR1 substrate – substrates of rat thioredoxin reductase 1. Potency, µM (titrated, usually from 114 µM), for inactives: at the highest dose activity change, negative = substrate turnover. purified TrxR1 substrate turnover, NADPH consumption readout. O89049. 390,000 compounds, 0.01% hits. AID 588456; note: potency is the fitted concentration of half-maximal effect; % is set by controls: 0 for no effect and ±100 for the full control effect; nearly all actives have a fitted effect of over 50% in size
Target sequence (O89049 whole entry, looked up): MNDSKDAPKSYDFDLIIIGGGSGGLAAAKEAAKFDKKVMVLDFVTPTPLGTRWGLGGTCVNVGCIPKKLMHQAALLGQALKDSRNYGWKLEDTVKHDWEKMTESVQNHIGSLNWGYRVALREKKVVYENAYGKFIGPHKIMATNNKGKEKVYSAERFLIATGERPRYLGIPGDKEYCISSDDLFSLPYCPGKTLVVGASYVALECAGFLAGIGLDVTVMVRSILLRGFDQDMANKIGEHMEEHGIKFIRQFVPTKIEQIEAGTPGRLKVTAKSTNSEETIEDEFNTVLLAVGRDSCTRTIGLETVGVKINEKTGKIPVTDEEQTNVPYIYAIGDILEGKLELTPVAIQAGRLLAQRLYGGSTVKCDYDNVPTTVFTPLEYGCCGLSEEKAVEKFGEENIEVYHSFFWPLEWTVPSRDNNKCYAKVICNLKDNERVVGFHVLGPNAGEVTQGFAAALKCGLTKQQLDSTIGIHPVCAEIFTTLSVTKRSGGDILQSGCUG
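Rat TrxR1, dispensed at 90 nM, was prereduced with 400 uM NADPH (final) for 5 min at ~22 deg C, then incubated with compound 15 min before 400 uM selenite. A first-read NADPH fluorescence drop versus no-compound background flagged substrates.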
TrxR1 inh – blocks rat thioredoxin reductase 1 | 390,000 compounds, 1% hits | Potency, µM (top dose mostly 114 µM), inactives show at the highest dose activity change, negative = inhibition, actives largely listed as inhibitors | recombinant rTrxR1, NADPH fluorescence consumption, selenite substrate; note: potency is the fitted concentration of half-maximal effect; % is set by controls: 0 for no effect and ±100 for the full control effect; nearly all actives have a fitted effect of over 65% in size
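Rat TrxR1 (90 nM in the dispensed reagent) was pre-reduced with 400 uM NADPH for 5 min at room temperature, then incubated with compound for 15 min. After 400 uM selenite was added, NADPH fluorescence (Ex 340/Em 450 nm) was followed for 8 min.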
D2 antag – D2 dopamine receptor (human) antagonism; inhibition, % at 10 µM; P14416; 340,000 compounds, 2% hits; HEK293 TREx D2 cells, calcium flux, dopamine EC80; in the data active = inhibition above about 30%; note: 0% is about no effect
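Compounds are added to dye-loaded, induced HEK293 T-REx cells coupled to calcium release via D2; after a 3 min kinetic read an EC80 dopamine stimulus is given and fluorescence is recorded for 3 more min.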
IDH1 R132H inh – human IDH1 R132H inhibition | 390,000 compounds, 0.093% hits | O75874 | Potency, µM (titrated, usually from 76.6 µM), inactives show at the top dose activity change, negative = inhibition, most hits filed as inhibitors | IDH1-R132H enzyme, NADPH consumption, diaphorase/resazurin fluorescence; note: potency is the fitted concentration of half-maximal effect; % is set by controls: 0 for no effect and ±100 for the full control effect; nearly all actives have a fitted effect of over 65% in size
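IDH1-R132H (0.5 ug/mL dispensed) in pH 7.5 Tris buffer was preincubated 30 min with compound, then given a substrate mix of 0.016 mM NADPH and 2 mM alpha-KG for 80 min at room temperature; remaining NADPH was read by diaphorase/resazurin fluorescence.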
PI4K2A inh – blocks human PI4K2A kinase activity | purified PI4K2A, ADP-Glo luminescence, 1 h; stronger effect = lower value | Q9BTU6 | activity change, negative = inhibition, % at 76.9 µM | AID 1346378 | 420,000 compounds, 0.13% hits; in the data active = activity change below about -50%; inconclusive = mostly about -30% to -49%;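 note: -100% = wells without enzyme as full effect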
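ADP-Glo luminescence measured ADP generated by PI4K2A enzyme (4 ug/mL before mixing) with 1.2 mM PI substrate (pre-mix) and 300 microM ATP (pre-mix). Tris pH7.5 buffer with MgCl2, Triton X-100; 1 h reaction at ambient temperature.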
* marks the source's active call; other numbers are inactive results; ? = inconclusive; . = no result given; & = joins results of further samples; [ ] = dose if it differs, or a comment. Unless noted, calls come from the whole dose curve; as a rule, active = well fitted inhibition curve with a large enough effect; inconclusive = small, poorly fitted or top-dose-only effect; inactive = no such curve, though single readings can be large or run the other way.

SMILES	USP1 inh	TRHR agonist	TRHR enhancer	D2 ag	TrxR1 substrate	TrxR1 inh	D2 antag	IDH1 R132H inh	PI4K2A inh
Cc1cc(C(=O)NNS(=O)(=O)c2cc(C(=O)O)ccc2Cl)c(C)n1-c1ccccc1	-7.1%	0.4	3.7	0.3	3.5%	-16.8%	5.2	1.1%	3.5
Cc1nn(-c2ccccc2)c(C)c1/C=N/NC(=O)c1cc(O)cc(O)c1	-28.0%	0.2	-3.7	1.2	-0.9%	14.6%	-16.3	-0.1%	-0.6
CCN(CC)c1cc(C)c2cc(NC(=O)c3ccccc3OC)ccc2n1	?	0.6&0.2	-2.2&22.6	-0.5&0.3	-7.0%&-3.1%	2.2%&7.7%	8.3	-9.4%&18.4%	-1.4&-7.1
COc1cccc(C(=O)c2cc3cc(Cl)ccc3[nH]2)c1	-24.7%	0.5	6.6	1.0	8.3%[57.1 µM]	9.1%[57.1 µM]	-15.2	6.1%	-7.6
O=C1NC(Cc2ccccc2)c2nc3ccc(Cl)cc3c(=O)n2-c2cc(Cl)ccc21 (centres undefined)	.	0.0	0.3	0.5	.	.	-6.1	.	.
CC(=O)C12OC1CC1C3CCC4=CC(=O)CCC4(C)C3CCC12C (centres undefined)	-9.3%	-0.4	-6.7	-0.3	-5.7%	6.2%	-0.1	1.8%	3.5
CCOC(=O)N1CCC(NC(=O)c2cc(C(=O)Nc3ccc(S(=O)(=O)N4CCOCC4)cc3)ccc2CO)CC1	-19.4%	0.8	-5.4	1.0	4.9%	24.8%	-4.9	-4.0%	0.3
CCc1ccc2ncc(C(=O)c3ccccc3)c(N3CCOCC3)c2c1	-14.9%	-0.4	2.1	-0.6	7.3%[57.1 µM]	8.7%[57.1 µM]	15.3	16.2%	-11.7
COc1cc(/C=C/C(=O)OCC(=O)NC(=O)NC2CCCCC2C)ccc1OC(F)F (centres undefined)	-15.9%	0.8	7.0	0.6	8.1%	15.1%	11.5	10.3%	-3.5
CC(C)(C)c1ccc(-c2cc(C(=O)NNC(=O)Nc3ccccc3)c3ccccc3n2)cc1	-8.7%	1.9	-5.0	0.9	10.1%[57.1 µM]	10.2%	1.6	-3.6%	-7.5
Cc1ccc(C2=Nc3ccccc3NC(c3ccncc3)=N2)cc1	-16.3%	-2.6	12.3	-1.1	-11.2%	4.3%	.	.	1.1
CCCOC(=O)C1=C(C)NC2=C(C(=O)C(C(=O)OC)C(C)C2)C1c1ccc(N(CC)CC)cc1 (centres undefined)	-21.7%	0.2	-1.7	0.7	-9.0%[57.1 µM]	3.1%[57.1 µM]	-0.3	2.3%	2.5
COC(CNC(=O)C1CCC(CNS(=O)(=O)c2c(C)cc(C)cc2C)CC1)OC (centres undefined)	-6.9%	0.0	-2.2	0.7	-3.6%	15.3%	-0.7	1.7%	-1.4
Cc1ccc(N=CC2=C(O)CC(c3ccccc3Cl)CC2=O)cc1 (centres undefined)	-19.7%	0.3	-2.4	-1.0	3.2%	18.0%	6.1	5.7%	3.4
Cc1ccccc1NC(=O)CSc1nnc2ccc(-c3ccncc3)nn12	-3.1%	-0.3	-1.8	.	-3.5%[57.1 µM]	-6.9%[57.1 µM]	.	-5.7%	-4.9
O=C(COc1ccc(F)cc1)Nc1c(C(=O)N2CCC(N3CCCCC3)CC2)oc2ccccc12	-20.7%	0.4	-0.4	0.9	1.9%	7.6%	-12.9	2.7%	-7.9
COc1ccc(S(=O)(=O)Nc2ccc(C(N)=O)cc2)cc1C(=O)N1CCCCCC1	-19.5%	0.2	-1.9	0.7	2.0%	13.5%	1.2	6.0%	1.9
O=C(O)CCCCCNC(=O)c1ccccc1Br	-5.5%	-0.2	6.7	-0.1	15.2%	29.6%	12.4	6.3%	5.6
Cc1ccc(NC(=O)/C=C\C(=O)N(c2ccc(C(C)C)cc2)C(C(=O)NCc2ccco2)c2ccc(F)cc2)cc1 (centres undefined)	-16.0%	0.6	7.6	0.0	0.5%[57.1 µM]	33.5%[57.1 µM]	.	-21.1%	-14.1
CN1C(C(=O)NCc2ccco2)CC2Cn3c(nc4ccccc43)C21 (centres undefined)	-13.7%	-0.2	10.6	-0.6	2.1%	?	12.7	-10.6%	-3.6
CCOCCn1c(=O)c2c(nc3n2CC(C)CN3CCc2ccccc2)n(C)c1=O (centres undefined)	-15.9%	0.2	-2.7	0.2	-4.2%	10.4%	-2.1	27.9%	5.4
Cc1cc(NC(=O)CSc2nc3cc(Cl)ccc3o2)no1	-4.9%	0.2	1.5	-0.3	-0.5%	7.6%	-3.7	6.1%	-14.8
COc1ccccc1CNC(=O)c1cccc(NC(=O)N2CCSc3ncccc32)c1	-5.2%	-0.1	3.9	-0.5	3.3%	-0.3%	.	2.9%	0.9
O=C(Nc1ccc2c(c1)OCCO2)c1cnccn1	-19.2%	0.5	-0.5	-0.4	5.3%	11.6%	-5.3	1.8%	-6.5
O=C(NC1CCCc2ccccc21)C1CCN(C(=O)c2sccc2-n2cccc2)CC1 (centres undefined)	-13.5%	-0.5	-7.6	0.4	1.2%[57.1 µM]	10.1%[57.1 µM]	20.4	11.4%	0.8

Ordered by the number under TrxR1 inh (ascending): three from the list above
SMILES	TrxR1 inh
COc1ccccc1CNC(=O)c1cccc(NC(=O)N2CCSc3ncccc32)c1	-0.3%
O=C(Nc1ccc2c(c1)OCCO2)c1cnccn1	11.6%
Cc1ccc(N=CC2=C(O)CC(c3ccccc3Cl)CC2=O)cc1 (centres undefined)	18.0%

(cont.)
SMILES	USP1 inh	TRHR agonist	TRHR enhancer	D2 ag	TrxR1 substrate	TrxR1 inh	D2 antag	IDH1 R132H inh	PI4K2A inh
Cn1cnnc1Sc1ccc(/C=C(\CCC(=O)O)c2nc3ccccc3s2)cc1[N+](=O)[O-]	-13.4%	0.2	8.6	.	-11.0%	14.5%[57.1 µM]	.	1.4%	-4.2
CN(C)c1ccc(/C=C(/C#N)C(=O)Nc2nc3c(s2)CCN(Cc2ccccc2)C3)cc1	?	.	.	.	-8.2%	2.2%	.	1.7%	3.8
O=C(Cn1c(NCCCO)nc2ccccc21)c1ccc([N+](=O)[O-])cc1	-24.6%	0.3	8.9	-0.2	2.8%	14.7%	6.8	2.6%	-5.0
CC1CCC2(CC1)OCC1(CCC3(COC4(CCC(C)CC4)OC3)C1=O)CO2 (centres undefined)	-8.7%	0.9	23.9	0.1	4.0%[57.1 µM]	13.9%[57.1 µM]	5.3	4.6%	-18.4
CC(C)C(=O)Nc1c(O)c2ccccc2[nH]c1=O	-22.6%	0.6	18.5	-0.7	12.0%	1.5%	-23.6	3.1%	1.8
COc1ccccc1NC(=O)c1cnn(-c2ccccc2)c1-n1cccc1	-15.9%	-0.8	-9.0	-1.3	-3.4%	-15.0%	.	20.5%	-6.2
COCc1ccc(CN2CCC(CO)(CC3CCCCO3)CC2)o1 (centres undefined)	-25.6%	0.7	8.1	1.0	6.4%	13.2%	9.9	0.0%	0.3
CCc1ccc(C(C(=O)NC(C)(C)CC)N(Cc2ccco2)C(=O)Cn2nnc3ccccc32)cc1 (centres undefined)	-1.3%	0.2	-2.0	-0.2	-3.6%	-9.6%	-22.7	-25.0%	-2.1
COc1ccccc1NC(=O)CC(C)n1nc(C)cc1C (centres undefined)	5.2%	0.2	-11.0	-0.9	-2.1%[57.1 µM]	6.3%[57.1 µM]	.	-9.8%	0.4
COc1ccccc1Nc1ccc(C(=O)NCc2cccs2)cn1	-9.9%	-0.2	-0.9	-0.3	-11.9%[11.4 µM]	43.9%[activator][11.4 µM]	-2.1	10.1%	-1.0
Cc1nc(CCNS(=O)(=O)c2cccnc2)cs1	-19.5%	-0.3	1.4	0.5	8.2%	23.1%	-5.8	-0.9%	4.0
COc1cccc(C(C(=O)NC2CCCC2)N(C(=O)c2ccco2)C2CC2)c1OC (centres undefined)	-18.3%	-0.1	6.5	0.4	-6.0%	-4.4%	6.5	9.9%	-9.9
O=C(CSc1ncccn1)Nc1ncc(C(F)(F)F)cc1Cl	-9.6%	-0.4	-3.4	-0.3	5.9%	15.2%	1.1	3.7%	0.2
CN(c1ccc([N+](=O)[O-])cc1C(=O)Nc1ccccc1)C1CCCCC1	-12.7%	0.6	-0.3	0.5	-6.3%	?	-18.6	13.0%	1.9
O=C(c1ccco1)N1CCN(c2nnc(-c3ccccc3)c3ccccc23)CC1	-13.7%	-1.0	2.6	-1.0	-1.7%	?	-4.0	1.5%	1.3
CC1=C(CO)C(=O)OC([C@@H](C)C2CC[C@H]3C4C[C@H]5O[C@]56[C@@H](O)C=CC(=O)[C@]6(C)C4CC[C@]23C)C1 (some centres undefined)	-11.2%	-0.2	-3.2	-1.6	3.0%	-32.7%	22.7	-15.5%	-9.5
Cc1ccc(C(=O)NCc2ccc(N3CCN(C(=O)OC(C)(C)C)CC3)cc2)cc1	-15.6%	-0.8	2.6	1.0	6.2%	8.6%	-1.9	-4.1%	5.3
CC(=O)c1ccc(NC(=O)CCc2c(C)nc3c(c(C)nn3-c3ccc(C)cc3)c2C)cc1	-18.2%	1.1	12.7	0.2	-1.5%	3.8%	.	.	-4.8
O=C1CC(=C(c2ccccc2)c2ccccc2)C(=O)N1CCN1CCN(c2cccc(Cl)c2)CC1	-3.7%	2.1	2.9	9.3	-12.9%	6.5%[57.1 µM]	-1.0	-1.1%	0.3
CSc1ccccc1NC(=O)Cn1nc([N+](=O)[O-])c(Cl)c1C	?	0.2	-5.2	0.9	7.1%[57.1 µM]	26.1%[11.4 µM]	4.3	5.6%	-4.1
COc1cccc(Nc2nn3c(=O)c4ccccc4nc3s2)c1	.	-0.9	-3.5	-0.7	-0.8%	-10.4%	-4.3	.	-3.2
